# Compound activity as filed in PubChem BioAssay.
# DAGLB inh – DAGLB lipase inhibitors, primary screen, biochemical, fluorescence, HTS. Diacylglycerol lipase-beta (Homo sapiens), Q8NCG7. HEK293T DAGLB membrane lysate, EnzChek fluorogenic substrate. inhibition, % at 5.17 µM. 340,000 compounds, 0.059% hits. AID 504411, 2011; in the data active = inhibition above about 34%;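 note: 0% = enzyme with vehicle and 100% = wells lacking enzyme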
# HTR5A ag – HTR5A agonists in luminescence cell assay, primary screen, counter-screen for OPRM1-OPRD1 heterodimer agonist project, full-deck HTS; 5-hydroxytryptamine receptor 5A (Homo sapiens), P47898; cell-based; activation, % at 9.3 µM; 340,000 compounds, 0.61% hits; AID 504692, 2011; in the data active = activation mostly above about 9.5%, no sharp cut-off; inactive = mostly below about 7.6%;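 note: 0% = cells with vehicle only and 100% = reference agonist; strong numbers were not always called active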
# PKA-R1A activ – activators of PKA-R1A holoenzyme, primary screen, biochemical, fluorescence polarization, Cy5-IP20, bovine R1A, mouse PKAc; cAMP-dependent protein kinase type I-alpha regulatory subunit (Bos taurus) + …; PKA-R1A dissociation; scaled: DMSO 0%, 113 µM cGMP 100%; activation, % at 11.4 µM; 340,000 compounds, 0.083% hits; AID 504707, 2011;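 active = percent activation above the mean of all tested compounds plus 3 SD, cut at about 19% in these data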;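 note: higher means more PKAc released from R1A so a rise in polarization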
# HTR5A inv ctr – HTR5A inverse agonists in luminescence cell assay, primary screen, counter-screen for OPRM1-OPRD1 heterodimer inverse agonist project, full-deck HTS | HTR5A cell line, inverse agonism | inhibition, % at 9.3 µM | 340,000 compounds, 0.083% hits | AID 504634, 2011; in the data active = inhibition mostly above about 23%, no sharp cut-off; inactive = mostly below about 18%;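 note: 0% = cells with DMSO and 100% = no-cell wells with DMSO; some compounds called inactive have numbers as strong as hits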
# PKA-R2B activ – activators of PKA-R2B holoenzyme, primary screen, biochemical, fluorescence polarization, Cy5-IP20, human; PKA-R2B holoenzyme dissociation; R2B truncated from residue 108, S112A mutant; 0% DMSO only, 100% 113 µM cGMP; activation, % at 11.4 µM; 340,000 compounds, 0.079% hits; AID 504700, 2011;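 active = activation above a cutoff set at the mean over all compounds plus 3 SD, cut at about 18% in these data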;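 note: higher means more holoenzyme dissociation and a rise in polarization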
# MOR-DOR ag – agonists of OPRM1-OPRD1 heterodimerization, primary screen, cell-based, luminescence; cells; Mu-type opioid receptor (Homo sapiens) + Delta-type opioid receptor (Homo sapiens), …; activation, % at 9.3 µM; 340,000 compounds, 0.3% hits; in the data active = activation above about 18%;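 note: 0% = vehicle-treated cells and 100% = reference agonist; values of inactives mirror those of a sister screen read the other way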
# Arr AP2 block – inhibitors of beta-arrestin/AP2 binding, primary screen, biochemical, GPCR trafficking, flow cytometry; beta-arrestin 1 C-terminal peptide binding to AP2 beta2-adaptin appendage (human); FITC-arrestin peptide / GST-AP2 beads; AP2 beta2 appendage carries R879A mutation; inhibition, % at 10 µM; 340,000 compounds, 0.31% hits; AID 504490, 2011;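 active = inhibition above a set limit, near 3 SD of compounds lacking own fluorescence, cut at about 54% in these data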;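 note: plate controls were DMSO wells for no effect and 5 µM unlabelled arrestin peptide for full effect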
#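 System: GST-tagged AP2 beta2-adaptin appendage (R879A) on 4 µm glutathione beads / Reagent: FITC-arrestin peptide, 50 nM / Detection: HyperCyt-sampled flow cytometry, FL1 channel, ex 488/em 535 nm / Timing: 12 min plus 1 h, RT / Buffer or medium: PBS plus Tween 20 (0.05%) and BSA (0.1%)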
# MOR-DOR inv ag – inverse agonists of MOR-DOR heterodimerization, primary screen, cell-based, luminescence; Mu-type opioid receptor (Homo sapiens) + Delta-type opioid receptor (Homo sapiens), …; cell-based MOR-DOR heterodimer luminescence, inverse agonism; inhibition, % at 9.3 µM; 340,000 compounds, 0.21% hits; AID 504357, 2011; in the data active = inhibition above about 22%, passing the limit was not always enough;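 note: 0% = cells with DMSO and 100% = wells without cells with DMSO; values of inactives mirror those of a sister screen read the other way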
# V-ATPase pH – regulators of yeast V-ATPase proton pumping, primary screen, pHLuorin cytosolic pH fluorescence; 350,000 compounds, 0.37% hits; response, % at 10 µM; S. cerevisiae; AID 504577, 2011; in the data active = response mostly above about 7.3%, no sharp cut-off; inactive = mostly below about 5.4%; note: actives read high; inactives centre near 0; some compounds called inactive have numbers as strong as hits; reference of the scale not given here
# Pemphigus Ab inh – inhibitors of pemphigus antibody binding to DSG3, primary screen, biochemical, bead-based, flow cytometry, scFv-GFP; Desmoglein-3 (Homo sapiens), P32926; DSG3-coupled beads, scFv-anti-DSG3-GFP binding; stronger effect = lower value; binding (percent of control), % at 10 µM; 310,000 compounds, 0.48% hits; AID 588358, 2011;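 active = binding more than 3 SD below its plate's average and above zero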; note: some compounds called inactive have numbers as strong as hits
# Target sequence (P32926 whole entry, looked up): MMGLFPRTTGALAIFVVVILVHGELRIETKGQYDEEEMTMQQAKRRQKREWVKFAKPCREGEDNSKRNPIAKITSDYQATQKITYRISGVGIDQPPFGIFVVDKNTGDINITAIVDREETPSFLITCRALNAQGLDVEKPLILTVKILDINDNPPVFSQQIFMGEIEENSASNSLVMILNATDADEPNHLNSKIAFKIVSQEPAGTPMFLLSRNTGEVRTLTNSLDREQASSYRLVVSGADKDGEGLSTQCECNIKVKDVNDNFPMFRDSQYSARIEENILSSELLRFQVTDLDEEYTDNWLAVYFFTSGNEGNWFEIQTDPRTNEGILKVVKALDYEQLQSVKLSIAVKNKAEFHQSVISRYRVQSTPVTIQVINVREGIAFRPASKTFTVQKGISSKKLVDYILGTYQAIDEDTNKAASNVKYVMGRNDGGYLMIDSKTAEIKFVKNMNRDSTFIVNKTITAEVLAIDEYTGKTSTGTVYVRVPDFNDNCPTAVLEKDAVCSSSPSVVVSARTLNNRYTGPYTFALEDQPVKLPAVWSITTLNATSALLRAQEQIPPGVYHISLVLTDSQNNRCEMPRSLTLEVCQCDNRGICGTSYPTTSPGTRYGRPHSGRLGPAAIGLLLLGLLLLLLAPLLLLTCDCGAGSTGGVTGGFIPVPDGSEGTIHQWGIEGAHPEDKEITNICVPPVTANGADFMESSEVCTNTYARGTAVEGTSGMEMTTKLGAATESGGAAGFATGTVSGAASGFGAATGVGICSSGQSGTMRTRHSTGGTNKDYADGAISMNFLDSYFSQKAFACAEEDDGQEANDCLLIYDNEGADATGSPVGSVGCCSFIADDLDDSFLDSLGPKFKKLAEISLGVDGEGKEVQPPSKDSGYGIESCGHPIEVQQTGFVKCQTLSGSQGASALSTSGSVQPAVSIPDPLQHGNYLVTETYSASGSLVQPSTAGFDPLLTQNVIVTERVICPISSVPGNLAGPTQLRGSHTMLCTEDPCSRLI
# Active calls of the source: *; · = no result given.
SMILES,DAGLB inh,HTR5A ag,PKA-R1A activ,HTR5A inv ctr,PKA-R2B activ,MOR-DOR ag,Arr AP2 block,MOR-DOR inv ag,V-ATPase pH,Pemphigus Ab inh
Cc1nn(-c2ccccc2)c(C)c1/C=N\N1CCN(c2ccc(Cl)cc2)CC1,3,-4,10,11,3,-0.6,-2,3,4,100
CCCCOc1cc(NCc2ccccc2)c2ncn(C(C)C)c2c1,2,-5,-2,12,-8,5.0,-1,-27,-3,127
CC1CCN(C(=O)Cc2nn(C)c(=O)c3ccccc23)CC1,2,-2,1,5,4,-3.0,10,13,-3,·
COc1ccc(C(=O)NCCc2cc3c(OC)ccc(OC)c3[nH]c2=O)cc1OC,3,1,-15,-4,-2,-0.3,1,2,-2,96
Cc1cnc(NC(=O)CSc2c(Cl)cccc2Cl)s1,-3,-2,7,0,0,-0.2,-4,1,0,107
O=C(Nc1ccccc1Cl)/C(Cl)=C(\Cl)S(=O)c1ccccc1 (configuration not stated),14,-6,1,12,-3,-4.6,-12,23,12,82
Cc1nn(C2CCS(=O)(=O)C2)c(Cl)c1/C=C/C(=O)OCC(=O)Nc1ccc2c(c1)OCO2 (configuration not stated),-1,1,5,4,5,-0.1,-2,0,-2,101
COc1ccc(NC2CCCN(C(=O)CCc3cccc(F)c3)C2)cc1 (configuration not stated),0,4,-6,-23,10,-0.3,7,2,1,123
O=C(CN1C(=O)C2C3C=CC(C3)C2C1=O)NCCc1ccccc1Cl (configuration not stated),-5,-1,17,0,-8,-1.8,-2,10,6,97
Cc1oc2c(C)c(O)ccc2c(=O)c1-c1cnn(-c2ccccc2)c1,1,11,-10,-31,-4,18*,-5,-80,2,94
Cc1ccc(C2/C=C\CC(NC(=O)OCC3c4ccccc4-c4ccccc43)CC(=O)N2Cc2ccccc2)cc1 (configuration not stated),-10,3,-4,-10,-2,-1.1,-12,6,6,98
CC(=O)c1cc(CN2CCC(n3nccc3NC(=O)c3ccccc3Cl)CC2)cs1,1,0,-9,-5,-5,-2.0,-10,11,1,104
CC(=O)N1N=C(c2ccc(Cl)cc2)OC12CCCC2,-4,-1,5,18,-5,-3.8,3,18,1,·
COc1ccc(CCNC(=O)c2cccc(C(=O)NCCc3ccc(OC)cc3)n2)cc1,-4,9,3,-8,3,-1.7,5,8,-3,102
COc1ccc(CCNC(=O)Cn2nnc3ccccc3c2=O)cc1,0,-3,1,-17,-6,-2.5,11,13,-2,·
COc1ccc(NC(=O)C2CC(=O)N(c3ccc(C)cc3)C2)cc1S(=O)(=O)N1CCCCC1 (configuration not stated),-1,·,0,·,-6,·,·,·,-1,97
CCCCN1Cc2c(nc3cc(-c4ccco4)[nH]n3c2=O)C1=O,2,2,-1,-16,4,-2.3,-10,12,2,110
Cc1nc(SCC(=O)Nc2c(C)n(C)n(-c3ccccc3)c2=O)n[nH]1,-3,-2,4,-22,7,-2.6,23,16,-6,103
CCOc1ccccc1/C=N/n1c(COc2ccccc2)n[nH]c1=S,0,4,-6,-16,-14,0.4,18,-2,-5,92
CN1C(=O)C(=O)/C(=C(/O)c2ccc(Br)cc2)C1c1ccc(Cl)cc1 (configuration not stated),5,0,-12,-1,0,-1.9,-2,9,0,99
COc1ccccc1NC(=O)/C=C/C(N)=O,-3,-1,8,-12,1,1.0,3,-5,3,83
O=C(COC(=O)c1ccncc1)NC(=O)C1CCCCC1,-2,6,-2,16,7,-1.7,-3,9,3,102
COc1ccc(N(CC(=O)Nc2ccccc2C(=O)NCCc2ccccc2)S(C)(=O)=O)cc1OC,-2,0,8,16,0,-2.5,1,13,0,97
O=C1CC(c2cc(F)ccc2F)c2cc3c(cc2N1)CCC3 (configuration not stated),1,0,-2,3,-9,4.5,6,-23,1,88
CN(c1ccc(C(=O)NCc2ccncc2)cc1)S(C)(=O)=O,-1,1,-7,8,3,-1.9,15,8,-2,·
Cc1cc(C)n2nc(CCc3ccccc3)nc2n1,-3,2,3,-5,4,-1.3,8,6,2,94
Cc1ccc(-c2csc(N/N=C/c3ccco3)n2)c(C)c1,1,1,-3,-13,-15,4.9,-4,-26,0,100
CCOc1cc(NC(=S)Nc2cccc(OC)c2)c(OCC)cc1NC(=O)c1ccc(C)cc1,0,6,1,-1,-3,-0.8,4,4,8,94
CCN(CC)C(CNC(=O)CSc1nnnn1-c1ccc(C)c(C)c1)c1ccco1 (configuration not stated),-3,-3,4,8,0,1.9,42,-8,-1,99
O=C(O)Cc1csc(-c2ccc(F)cc2)n1,1,-5,-8,15,-7,-1.6,8,8,3,121
O=C(NCCc1ccccn1)c1cc(C(=O)C2CCCCC2)c[nH]1,-1,-2,9,4,-3,-2.4,29,12,-3,98
COC(=O)Cc1ccc(NC(=S)NCc2ccco2)cc1,-3,2,-8,-4,2,-2.2,9,11,7,102
CCC(=O)OC1(C)C(=O)C2=COC(c3ccc(OC)cc3)=CC2=C(Br)C1=O (configuration not stated),17,7,5,-16,6,2.8,-9,-16,-2,94
Cc1cc(C)nc(N(C#N)Cc2ccc(Cl)cc2)n1,-5,0,-1,0,-2,-0.4,-16,2,0,116
CCN(Cc1ccc(NC(C)=O)cc1)CC1CCCN(CCc2cccc(F)c2)C1 (configuration not stated),0,0,-4,0,2,4.4,26,-22,1,105
CCN(c1ccccc1)S(=O)(=O)c1ccc(C(=O)N(CCCN(C)C)c2nc3cc4c(cc3s2)OCO4)cc1,2,1,-9,19,-14,32*,-2,-163,2,100
Cc1c(C(=O)NC(C)C)oc2c1-c1[nH]ncc1CC2,2,2,-11,9,0,-2.2,104*,13,·,98
CCc1nc(SCC(=O)Nc2nnc(C(C)C)s2)n[nH]1,-1,4,0,-16,2,-0.9,3,5,3,102
Nc1c(Cl)ncnc1NCc1cccnc1,-2,-1,-11,3,-6,-3.6,-9,16,0,92
CCC[C@H](CN[C@@H](CNC)[C@H](C)O)NCCc1ccc(OC)cc1,-2,-7,3,-13,1,-1.5,-6,9,0,100
Cn1c(C(=O)N2CCCC(C(=O)N3CCN(C(=O)c4ccco4)CC3)C2)cc2sccc21 (configuration not stated),1,-3,-4,9,-2,0.1,3,0,1,110
COc1ccc(C(=O)NC(=O)Nc2ncccc2C)cc1,0,1,-5,-2,-15,-1.8,3,8,6,102
Cc1c(C(=O)C(=O)N2CCN(Cc3ccc4c(c3)OCO4)CC2)c2ccccc2n1C,-1,-1,-8,6,-6,-2.2,-8,12,2,99
CCCN(CC(=O)Nc1ccccc1OC)C(=O)Cn1[nH]c(=O)c2ccccc2c1=O,-1,2,0,11,-5,-1.3,-1,5,2,105
CCOc1ccc(C(C(=O)NC(C)(C)C)N(CCOC)C(=O)CCC(=O)Nc2ccccn2)cc1 (configuration not stated),3,8,-11,-22,1,-1.2,-1,8,1,·
O=C(CSc1nc2c(sc3ccccc32)c(=O)n1CCCN1CCOCC1)NCC1CCCO1 (configuration not stated),-2,-3,-5,8,-8,-2.9,-17,13,-1,93
O=S(=O)(NCC1CCCO1)c1cc(Cl)ccc1Br (configuration not stated),2,-1,-9,3,8,-1.6,-22,9,1,106
O=C(NCc1ccncc1)c1ccccc1Nc1ccc(SC(F)F)cc1,2,1,-6,-1,5,5.2,-19,-37,0,113
O=C(N/N=C/c1cccs1)[C@H]1C[C@@H]1c1ccccc1,0,-2,-7,4,-12,1.0,8,-5,-6,97
N=c1n(Cc2ccc(Cl)cc2)c2ccccc2n1CC(O)c1ccco1 (configuration not stated),-1,-3,2,-11,-3,-2.1,24,13,2,103
O=C(c1ccc2ccccc2c1)N1CCN(c2ccccc2)CC1,-10,-7,-5,18,-8,0.6,4,-3,7,104
CNc1ncc(C(=O)c2ccc(F)cc2)s1,-3,-3,-3,8,-6,0.1,36,0,0,100
Cc1ccccc1OCCC(=O)OCC(=O)N1c2ccccc2NC(=O)C1(C)C,-3,6,-9,-16,-5,-1.6,2,9,1,106
CC(C)c1ccc(C2(C)NC(=O)N(CC(=O)N3CCN(C(=O)c4cccs4)CC3)C2=O)cc1 (configuration not stated),-1,5,-2,-14,-1,-0.5,22,2,-7,·
Cc1occc1C(=O)NC1CCCCCCC1,-3,-7,-5,18,1,-2.0,6,11,9,104
CCOC(=O)N1CCN(c2cc(=O)n(-c3ccccc3C)c(=O)[nH]2)CC1,1,4,-5,2,-15,-1.3,1,9,0,103
CCn1c(=O)c(C(=O)Nc2cccnc2)c(O)c2ccccc21,1,-1,-4,-8,-2,-3.2,23,15,3,139
CC(C)(C)C(=O)[C@@H]1[C@@H]2C(=O)N(C3CCCCC3)C(=O)[C@@H]2[C@H]2c3ccccc3C=CN12,7,-3,-5,10,-13,1.1,5,-5,0,·
COc1cc(NC(=O)C2CCCO2)c(OC)cc1Cl (configuration not stated),-1,8,-3,4,3,-2.5,0,11,-4,·
Cc1ccc(S(=O)(=O)N2CCC(C(=O)OC(C)C(=O)NC3CCCCC3C)CC2)cc1C (configuration not stated),-2,-7,0,18,7,-1.1,-5,5,-1,·
# Next part:
SMILES,DAGLB inh,HTR5A ag,PKA-R1A activ,HTR5A inv ctr,PKA-R2B activ,MOR-DOR ag,Arr AP2 block,MOR-DOR inv ag,V-ATPase pH,Pemphigus Ab inh
O=C1C(Cl)=C(N2CCCCC2)C(=O)N1c1ccccc1,-10,1,5,6,-7,0.6,0,-3,0,102
CCOC(=O)c1ccccc1NC(=O)COC(=O)c1c(CC)noc1C,-5,7,-11,-5,2,1.6,28,-10,-4,100
CC(C)(C)OC(=O)N1CCC[C@H]1c1nnc(SCc2ccccc2Cl)o1,-6,0,-1,0,-11,-1.1,12,5,-1,·
COc1cccc(NC(=O)CN(C)C(=O)CNC(=O)c2ccc(C)s2)c1,0,-4,2,11,-6,-4.3,-3,22,-2,106
CO/N=C\CC(=O)Nc1ccc(Cl)c(Cl)c1,-1,0,-5,1,-8,-1.3,0,8,-2,95

# Rows were taken by chance; 2.4% or so of the library scored in one or more.
